High-throughput results as filed in PubChem.
HSP90 refold inh: blocks HSP90-mediated luciferase refolding in reticulocyte lysate | Rabbit reticulocyte lysate, luciferase refolding luminescence, 3 h | inhibition, % at 5.6 µM | actives 0.91% (n = 290,000) | AID 1789;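 active = inhibition above the screen-wide mean plus 3 SD, computed separately per campaign, cut at about 16% in these data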;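 also: 0% = DMSO wells and 100% = 60 µM geldanamycin wells; inhibitors lower the luminescence because luciferase stays unfolded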
HSF1 inhib: HSF1 inhibition | NIH3T3-HGL HSE-luciferase, MG132-induced, luminescence 8 h; stronger effect = lower value | activity change, negative = inhibition, % at 7.5 µM (by protocol) | actives 0.77% (n = 300,000) | AID 2098;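 active = more than half of replicate wells show activity change below -50%, luminescence cut by over half; inconclusive = some wells, but at most half, below -50%; inactive = no replicate well below -50%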;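 also: luciferase reports HSF-1 transcriptional activity via heat shock element; 0% = median of DMSO wells and -100% = zero luminescence signal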
HIF act: HIF pathway transcriptional activation. U2OS HRE-luciferase reporter, luminescence; normalized: DMSO 0%, desferrioxamine 100%. activation, % at 7.5 µM (by protocol). actives 0.32% (n = 300,000). AID 1910;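 active = mean activation of at least 10% of the iron chelator positive control signal, with at least half of replicates also reaching 10%; inconclusive = mean and replicate majority disagree about reaching 10%; inactive = mean and most replicates under 10%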
HSF-1 act: increases HSF-1 driven luciferase reporter signal. NIH3T3-HGL HSF-1 luciferase reporter, MG132, 8 h; 100% = twice DMSO control signal. activation, % at 9 µM. actives 1.7% (n = 300,000). AID 504408;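 active = mean replicate activation of at least 50% with a set share of replicates each reaching 50%; inconclusive = only one of those two conditions met; inactive = mean below 50% and too few replicates reaching it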;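 also: 0% = median of the neutral control wells and 100% = twice that signal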
KLF5 inh: kruppel-like factor 5 inhibition | actives 0.23% (n = 290,000) | DLD-1 KLF5 promoter-luciferase reporter, luminescence | inhibition, % at 5 µM;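 active = inhibition above a per-plate limit of that plate's mean compound inhibition plus 3 SD, cut at about 60% in these data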;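 also: 0% = DMSO wells and 100% = LY294002 at 200 µM; higher means less KLF5 promoter-driven luciferase light; inactives centre near -14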
aSyn 5UTR inh: 5' untranslated region of α-synuclein, MLPCN primary screen. alpha-synuclein 5'UTR reporter, inhibitor activity. inhibition, % (tested at 7.5 µM). actives 0.82% (n = 300,000). AID 1813; in the data active = inhibition above about 60%; inconclusive = no clear call, values can overlap the other calls;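 also: H4 neuroglioblastoma cells stably carrying SNCA 5'UTR luciferase fusion; 0% = DMSO wells and 100% = positive control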
AI-2 QS modul: modulates the Vibrio harveyi AI-2 quorum sensing system | Vibrio harveyi JMH597 AI-2 luminescence/OD600 ratio, 9 h; stronger effect = lower value; strain lacks LuxN and CqsS sensors; 0 = neutral-control median | activity change, % at 7.5 µM | actives 0.4% (n = 300,000); in the data active = activity change below about -75%, passing the limit was not always enough; inconclusive = no clear call, values can overlap the other calls;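 also: luminescence divided by OD600 gain over 9 h not by final OD600 alone; inactives centre near 13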
IEC-6 cytotox: counter-screen for KLF5 inhibitors: cytotoxicity in IEC-6 cells. IEC-6 cytotoxicity, luminescence viability. inhibition, % at 5 µM. actives 0.78% (n = 290,000). AID 1825; in the data active = inhibition above about 22%;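 also: 0% = plate median of test compound wells and 100% = cytotoxic reference compound wells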
Platelet DG rel: modulates dense granule release in human platelets. human platelet-rich plasma, SFLLRN dense granule ATP release, luminescence. inhibition, %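 (compounds screened at 7.5 µM in platelet-rich plasma)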. actives 0.22% (n = 300,000). AID 1663;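 active = mean replicate score, as percent of positive control, at or above 50; inconclusive = mean below 50 but at least one replicate at or above 50; inactive = mean and every replicate below 50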
HDAC3 inh: human HDAC3 inhibition | inhibition, % at 8.3 µM | recombinant HDAC3, fluorogenic peptide/trypsin coupled, fluorescence | AID 2718 | actives 0.15% (n = 320,000) | O15379; in the data active = inhibition above about 26%, passing the limit was not always enough; inconclusive = no clear call, values can overlap the other calls
Target sequence (O15379 whole entry, looked up): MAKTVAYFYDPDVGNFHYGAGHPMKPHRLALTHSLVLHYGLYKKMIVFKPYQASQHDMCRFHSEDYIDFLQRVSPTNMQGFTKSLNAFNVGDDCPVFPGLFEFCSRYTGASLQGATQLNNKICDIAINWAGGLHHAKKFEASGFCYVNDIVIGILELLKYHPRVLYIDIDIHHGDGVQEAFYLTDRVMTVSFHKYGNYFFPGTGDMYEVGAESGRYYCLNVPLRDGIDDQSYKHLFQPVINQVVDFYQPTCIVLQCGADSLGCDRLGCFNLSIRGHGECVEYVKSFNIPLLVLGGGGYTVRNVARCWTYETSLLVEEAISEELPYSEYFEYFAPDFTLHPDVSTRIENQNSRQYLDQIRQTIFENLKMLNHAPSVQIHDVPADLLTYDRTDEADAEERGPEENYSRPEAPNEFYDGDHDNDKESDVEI
Numbers without * were called inactive; ? = inconclusive; / = no result given. A portion of the library; rates above refer to the full screens.

The line under a structure holds: HSP90 refold inh	HSF1 inhib	HIF act	HSF-1 act	KLF5 inh	aSyn 5UTR inh	AI-2 QS modul	IEC-6 cytotox	Platelet DG rel	HDAC3 inh
#1 c1ccc(C2=NP(N3CCOCC3)(N3CCOCC3)=NC(N3CCOCC3)=N2)cc1
    -1	-6	1.6	10	5	-6	34	-6	1	/
#2 O=C(CCCn1c(=O)[nH]c2cc(Cl)ccc2c1=O)N1CCC2(CC1)OCCO2
    1	-2	-2.8	-7	-12	17	33	9	14	-4
#3 CCCC(C)C(=O)NC1CCSC1=O (stereo not given)
    1	2	1.5	-1	-2	9	18	-1	-3	6
#4 C#CCN1CCN(c2ccc(F)cc2)CC1
    5	-3	-0.4	-17	-30	-28	10	-11	-2	-1
#5 O=C(C1CCCN(S(=O)(=O)c2cccc3nsnc23)C1)N1CCC2(CC1)OCCO2 (stereo not given)
    1	/	/	/	-31	/	/	1	/	-1
#6 O=c1[nH]c(=O)n(C2CCCCCC2)c(O)c1C=NCc1cccnc1
    11	-6	-0.2	-7	-52	-5	15	6	9	2
#7 CN1C(=O)N(C)C(=O)C2(Cc3c(ccc4ccccc34)N(C)C2)C1=O
    1	19	-0.5	35	-48	30	30	0	2	3
#8 O=C(c1cccs1)c1cn(Cc2ccccc2Cl)c2ccccc12
    -1	4	-0.5	11	8	27	22	2	-2	9
#9 CCN1CCC2(CC1)NC(CO)(CO)CO2
    3	-9	-0.2	-8	-11	-10	6	3	14	-7
#10 CNC(=O)Nc1ccc(C(O)(C(=O)OC)C(F)(F)F)cc1 (stereo not given)
    8	-5	-1.1	-1	17	2	17	2	14	-12
#11 CCCCCn1c(=O)c(C(=O)Nc2ccccc2N)c(O)c2ccccc21
    -3	3	-1.0	7	-10	32	12	0	2	-4
#12 CCOP(=O)(OCC)/C(C#N)=C/c1ccoc1
    1	-4	0.1	-13	-11	-7	12	-5	4	-1
#13 Cc1cc(N2CCCC2)ccc1C=C(C#N)C#N
    2	-7	-0.3	-2	-17	-39	23	13	9	3
#14 CCOC(=O)c1cc(CC)sc1/N=C/C1C(=O)NC(=S)NC1=O
    -3	-7	-0.2	-4	9	7	16	0	2	7
#15 O=C(CCC(=O)N1C[C@H]2C[C@@H](C1)c1cccc(=O)n1C2)NCc1ccccc1
    -3	0	0.1	7	0	36	33	-5	-6	0
#16 C#C[C@@]1(O)CCC2C3CCC4=C/C(=N/OCC(=O)NC(C(=O)O)C(C)O)CC[C@]4(C)C3CC[C@@]21C (stereo not given in full)
    -1	0	1.3	12	-12	-14	10	-3	14	4
#17 C=CCn1c(O)c(C(C)=Nc2ccc(C(=O)OCC)cc2)c(=O)[nH]c1=O
    -1	-27	0.2	-41	-5	-22	18	-1	-5	-3
#18 Cc1onc(-c2c(Cl)cccc2Cl)c1/C(N)=N/OC(=O)N(C)C
    3	7	0.4	16	-23	8	0	1	18	-8
#19 COc1ccc(Cc2c(O)[nH]c(=S)[nH]c2=O)cc1
    1	-1	0.4	4	-22	15	12	-12	2	9
#20 Cc1cccc(NC(=O)N2C[C@H]3C[C@@H](C2)c2cccc(=O)n2C3)c1
    -1	-3	-0.1	-4	-1	-14	19	-9	1	2
#21 O=C1NC(=O)N(c2ccccc2)C(=O)/C1=C\c1ccc([N+](=O)[O-])o1
    2	0	0.3	10	3	-13	25	-8	7	1
#22 Cc1cc(OCc2nn[nH]n2)c2c3c(c(=O)oc2c1)CCCC3
    -4	3	0.3	14	-25	-1	19	-9	4	-20
#23 CC(=O)N1N=C2C3CCN(CC3)C2C1c1cccc2ccccc12 (stereo not given)
    -1	-2	0.0	-5	-8	8	25	-2	-1	-2
#24 O=C(Nc1ccc(F)cc1)c1c(O)c2c(n(Cc3ccccc3)c1=O)CCCC2
    -1	-8	-0.1	-3	-2	-1	11	-1	-8	-6
#25 CC(=NCCC1=CCCCC1)c1c(O)n(C)c(=O)n(C)c1=O
    2	-6	-0.4	3	-21	33	22	-1	7	8
#26 Fc1ccccc1CNC1CN2CCC1CC2 (stereo not given)
    2	-4	-0.4	2	10	-9	-2	-1	-2	-4
#27 CCCOc1ccccc1NP(=O)(Oc1ccccc1)Oc1ccccc1
    -3	11	-0.3	15	-10	7	12	4	-8	-8
#28 O=C(c1ccc(Br)cc1)C12CN3CN(CN(C3)C1)C2
    -1	2	-0.3	-3	-39	6	23	-3	4	-1
#29 COc1ccc(/C=C/C(=O)NC(=S)N2C[C@H]3C[C@H](C2)c2cccc(=O)n2C3)cc1
    -3	1	-0.3	9	-5	-2	16	0	-3	1
#30 C=CCN=C(SCC(=O)c1ccc(Cl)cc1)c1c(O)n(C)c(=O)n(C)c1=O
    0	22	0.9	33	-9	-71	9	9	-4	?

Reformatted with one line to a screen: 2 of the compounds above
25) CC(=NCCC1=CCCCC1)c1c(O)n(C)c(=O)n(C)c1=O
26) Fc1ccccc1CNC1CN2CCC1CC2 (stereo not given)

assay / entry	25	26
HSP90 refold inh	2	2
HSF1 inhib	-6	-4
HIF act	-0.4	-0.4
HSF-1 act	3	2
KLF5 inh	-21	10
aSyn 5UTR inh	33	-9
AI-2 QS modul	22	-2
IEC-6 cytotox	-1	-1
Platelet DG rel	7	-2
HDAC3 inh	8	-4

Further records follow.
The line under a structure holds: HSP90 refold inh	HSF1 inhib	HIF act	HSF-1 act	KLF5 inh	aSyn 5UTR inh	AI-2 QS modul	IEC-6 cytotox	Platelet DG rel	HDAC3 inh
#31 CCN1CCN(C(=O)Cc2ccc(C)cc2)CC1
    1	-5	1.1	-1	-18	-23	3	2	7	2
#32 CN(C)P(=S)(Nc1ccccc1)C(Cl)(Cl)Cl (stereo not given)
    -1	2	-0.1	2	-8	-22	25	-4	9	-1
#33 CC(=O)c1ccc2c(c1)OCO2
    -3	2	0.2	11	-39	6	38	-4	2	-2
#34 CC(C)c1ccc(-n2c(O)c(/C=N/N3CCOCC3)c(=O)[nH]c2=S)cc1
    7	-2	0.3	0	-1	-57	29	5	-2	7
#35 CCc1cccc(C)c1NC(=S)N1CC2CC(C1)c1cccc(=O)n1C2 (stereo not given)
    1	1	0.1	6	-19	-19	8	-4	12	-16
#36 O=C(COC(=O)Cc1ccccc1)Nc1ccc(F)cc1
    1	-10	-0.2	-3	-17	-12	10	-3	2	4
#37 c1ccc2cc(C3N4CCCN34)ccc2c1 (stereo not given)
    -3	-1	0.2	-1	-7	-11	43	-2	6	0
#38 O=C(c1cccc([N+](=O)[O-])c1)C12CN3CN(CN(C3)C1)C2
    0	-1	-0.4	6	-1	5	11	-2	-2	-2
#39 CCOc1cc(C=C2C(=O)NC(=O)NC2=O)cc([N+](=O)[O-])c1O
    2	5	-0.2	4	-6	-1	5	-7	2	5
#40 O=c1[nH]c(CN2CC=C(c3ccccc3)CC2)nc2cc(C(F)(F)F)ccc12
    3	-4	-0.5	3	-22	-16	30	-3	?	6
#41 CCCCn1c(C)c(C(=O)OCC)c2c(CN3CCOCC3)c(O)ccc21
    -5	56	-0.3	72*	-27	22	20	-1	-3	3
#42 N#Cc1cc2c(nc1SCC(=O)Nc1cc(Cl)cc(Cl)c1)C1CCN2CC1
    3	-6	-0.5	-6	6	-27	/	4	15	-10
#43 Cc1cc(Cl)ccc1C(=O)C1CCCN(C2CCSCC2)C1 (stereo not given)
    2	3	-0.3	-4	-13	20	19	1	1	-3
#44 Cn1c(O)c(/C=N/N2CCOCC2)c(=O)n(-c2ccccc2)c1=S
    -1	/	/	/	-3	/	10	7	/	7
#45 CCCCC(CC)CNCC(O)c1ccccc1 (stereo not given)
    3	-1	-0.1	-3	-8	-8	43	12	-2	5
#46 CCCCc1ccc2[nH]cc(CCN)c2c1
    0	2	-0.4	4	-2	-5	12	1	-3	4
#47 CN1CCN(/N=C/c2c[nH]c3ccccc23)CC1
    0	1	0.4	15	-23	16	14	1	-16	2
#48 O=C1CC(N2CCC(n3c(=O)[nH]c4ccccc43)CC2)C(=O)N1c1ccc(F)cc1 (stereo not given)
    1	3	0.2	34	-2	-4	-4	-4	6	-9
#49 Cc1nn(-c2ccccc2)c(C)c1NC(=O)COC(=O)Cc1ccccc1
    /	0	0.6	-3	/	8	6	/	1	0
#50 OC1(c2ccc(F)cc2)CC2CCC(C1)N2Cc1nnnn1C1CCCCC1 (stereo not given)
    -3	/	0.0	/	-24	-8	-8	3	-8	4
#51 O=C(c1cccn2c(=O)c3ccccc3nc12)N1CCC2(CC1)OCCO2
    -5	-7	0.0	-2	-6	-16	4	-4	6	-5
#52 CCN(CC)CCCN=Cc1c(O)n(CCc2ccc(F)cc2)c(=O)[nH]c1=O
    2	-2	-0.1	-1	-15	-16	34	-4	3	-3
#53 CC1(C)C(=O)C=C[C@]2(C)[C@H]3CC[C@@]4(C)[C@H](c5ccoc5)OC(=O)[C@H]5O[C@]54[C@]3(C)[C@H](O)C[C@@H]12
    5	5	0.4	-11	5	-23	3	10	-2	4
#54 Nc1ccc2nonc2c1[N+](=O)[O-]
    2	-5	-0.5	-1	-9	8	21	6	1	1
#55 Cc1cccc(NC(N)=S)c1
    0	-9	-0.6	-13	10	-7	28	-3	3	6
#56 CCCC(=O)NC(Oc1ccc(Cl)cc1Cl)C(Cl)(Cl)Cl (stereo not given)
    -1	-2	-0.3	2	-32	-1	13	3	-13	-3
#57 CCOP(=S)(OCC)C(O)CCCCCn1c(=O)c(F)cn(C2CCCO2)c1=O (stereo not given)
    0	-5	-0.2	-2	-41	4	5	-1	3	4
#58 CC(=NCCN1CCCCC1)c1c(O)n(-c2ccc(Cl)cc2)c(=O)[nH]c1=O
    0	-8	-0.5	-5	0	-17	12	-2	-3	3

Values in list order from the entries so far:
Entries 46 to 54 in HSF1 inhib: 2, 1, 3, 0, /, -7, -2, 5, -5
Entries 46 to 54 in HIF act: -0.4, 0.4, 0.2, 0.6, 0.0, 0.0, -0.1, 0.4, -0.5
Entries 46 to 54 in aSyn 5UTR inh: -5, 16, -4, 8, -8, -16, -16, -23, 8

Single records, from the list above:
Results for Nc1ccc2nonc2c1[N+](=O)[O-] → HSP90 refold inh: 2; HSF1 inhib: -5; HIF act: -0.5; HSF-1 act: -1; KLF5 inh: -9; aSyn 5UTR inh: 8; AI-2 QS modul: 21; IEC-6 cytotox: 6; Platelet DG rel: 1; HDAC3 inh: 1
Results for O=c1[nH]c(CN2CC=C(c3ccccc3)CC2)nc2cc(C(F)(F)F)ccc12 → HSP90 refold inh: 3; HSF1 inhib: -4; HIF act: -0.5; HSF-1 act: 3; KLF5 inh: -22; aSyn 5UTR inh: -16; AI-2 QS modul: 30; IEC-6 cytotox: -3; Platelet DG rel: ?; HDAC3 inh: 6
Results for O=C(c1cccn2c(=O)c3ccccc3nc12)N1CCC2(CC1)OCCO2 → HSP90 refold inh: -5; HSF1 inhib: -7; HIF act: 0.0; HSF-1 act: -2; KLF5 inh: -6; aSyn 5UTR inh: -16; AI-2 QS modul: 4; IEC-6 cytotox: -4; Platelet DG rel: 6; HDAC3 inh: -5
